# Assay outcomes deposited in PubChem by several laboratories.
# KCNK3 block: human KCNK3 channel inhibitors, primary screen, CHO cells, FluxOR thallium flux, B-score. B-score at 10 µM. 340,000 compounds, 0.84% hits. FluxOR fluorescence; stronger effect = lower value;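 active = B-score under library mean minus 4 SD, starting fluorescence ratio at most library mean plus 5 SD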;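 note: more negative B-score means stronger inhibition of thallium flux through KCNK3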
# Target sequence (O14649 whole entry, looked up): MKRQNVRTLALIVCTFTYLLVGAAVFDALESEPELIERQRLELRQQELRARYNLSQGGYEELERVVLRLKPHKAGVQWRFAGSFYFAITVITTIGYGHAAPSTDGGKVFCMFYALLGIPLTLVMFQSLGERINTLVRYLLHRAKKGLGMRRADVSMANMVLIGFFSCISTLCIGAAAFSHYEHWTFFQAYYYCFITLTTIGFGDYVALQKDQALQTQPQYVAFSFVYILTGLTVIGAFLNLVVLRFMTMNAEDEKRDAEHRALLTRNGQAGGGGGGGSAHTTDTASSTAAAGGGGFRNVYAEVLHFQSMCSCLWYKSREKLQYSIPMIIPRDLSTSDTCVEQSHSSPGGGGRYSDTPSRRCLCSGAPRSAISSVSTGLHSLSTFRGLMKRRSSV
# KCNQ1 block: inhibitors of human KCNQ1 channel, primary screen, cell-based, thallium flux, high-throughput. Potassium voltage-gated channel subfamily KQT member 1 (Homo sapiens), P51787. CHO-K1 KCNQ1, FluxOR thallium flux fluorescence; stronger effect = higher value. B-score at 10 µM. 310,000 compounds, 1.3% hits;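 active = compounds whose thallium flux B-score, printed positive for inhibition, exceeds three library SD while starting fluorescence stays within three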;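 note: channel opened by potassium depolarization with thallium stimulus after 20 min compound exposure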
# TMEM16A act: TMEM16A chloride channel activators or potentiators, primary screen, cell-based, HTS; Anoctamin-1 (Mus musculus), Q8BHY3; HEK293 TMEM16A/YFP-H148Q/I152L, iodide quench fluorescence; stronger effect = lower value; B-score at 10 µM; 340,000 compounds, 0.3% hits;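 active = fluorescence-ratio B-score plate-corrected deviation score at least 3 library SD below zero, with starting fluorescence score within 5 deviations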;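 note: channel opened by trigger with iodide after compound preincubation; score built on the fluorescence ratio of max minus min over baseline; more negative score means more quench and so TMEM16A activation or potentiation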
# SKKanGAS inh: S. pyogenes SKKanGAS growth inhibitors in kanamycin, primary screen, streptokinase expression inhibitor project, SKKanGAS strain, BacTiter-Glo luminescence | 300,000 compounds, 1.3% hits | inhibition, % at 7.5 µM | 6 h;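 active = mean replicate score, as percent of positive control median, at least 50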;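 note: strain carries kanamycin resistance gene driven by streptokinase promoter and grows in 40 µg/ml kanamycin; loss of luminescence reflects streptokinase promoter inhibition or plain growth inhibition; 0% = median of DMSO wells and 100% = positive control at its reference dose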
# hERG protect: hERG rescue from dofetilide block, primary screen, cell-based, CHO-hERG, FluxOR thallium flux, dofetilide IC70; activation (rescue from dofetilide block), less the hit threshold, % at 10 µM; 310,000 compounds, 0.51% hits; dofetilide IC70 present; AID 1511, 2009; Voltage-gated inwardly rectifying potassium channel KCNH2 (Homo sapiens), Q12809;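 active = activation above the mean of controls blocked by dofetilide plus 5 SD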;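 note: thallium influx through hERG after potassium depolarization seen as dye fluorescence rise; in these data hits start at about 4.7%; inactives centre near -7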
# RGS4 act: RGS4 potentiators or activators, primary screen, cell-based, HEK293 M3R inducible RGS4, calcium flux | carbachol calcium flux Fluo4; stronger effect = lower value | B-score at 10 µM | 310,000 compounds, 0.92% hits | AID 463111, 2010;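 active = B-score of the integrated calcium signal more than 4 SD below the library mean, with starting fluorescence not abnormally high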;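 note: negative B-score means reduced calcium response which marks RGS4 activation or potentiation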
#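 Material: Inducible-RGS4 HEK293 cells carrying M3 receptor; also added: carbachol at ECmax as muscarinic agonist stimulus; incubation: compound preincubation 20 min at room temperature before agonist; signal: Fluo4-AM (2 µM) calcium-flux fluorescence, kinetic read; measure: integrated calcium ratio converted to B score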
# HDAC3 inh: HDAC3 deacetylase inhibitors, primary screen, biochemical, fluorescence, cell-free homogeneous; Histone deacetylase 3 (Homo sapiens), O15379; recombinant HDAC3, fluorogenic peptide/trypsin coupled; inhibition, % at 8.3 µM; 320,000 compounds, 0.15% hits; AID 2718, 2010; in the data active = inhibition above about 26%, passing the limit was not always enough
# KCNQ1 pot: potentiators or activators of KCNQ1 channel, primary screen, cell-based, thallium flux, high-throughput. AID 2648, 2010. CHO-K1 KCNQ1, thallium flux FluxOR fluorescence; stronger effect = higher value. B-score at 10 µM. 310,000 compounds, 0.35% hits. Potassium voltage-gated channel subfamily KQT member 1 (Homo sapiens), P51787;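 active = fluorescence ratio B-score, a plate-corrected score, at least three library SD, with initial intensity B-score within 5 SD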
#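 Schedule – 37 °C overnight plating, 90-min dark dye load, 20-min compound pretreatment · System – stable KCNQ1 CHO-K1 line · Probe or stimulus – thallium- and potassium-containing depolarizing buffer · Measured by – kinetic FluxOR fluorescence, 10 s baseline plus 110 s post-stimulus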
# KCNK9 block: KCNK9 potassium channel inhibitors, primary screen, HEK293 cells, thallium flux; Potassium channel subfamily K member 9 (Homo sapiens), Q9NPC2; FluxOR thallium flux fluorescence; stronger effect = lower value; B-score at 10 µM; 310,000 compounds, 1.2% hits; AID 488922, 2010;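 active = ratio B-score over 3 SD below the library mean, with starting fluorescence within 5 SD of its mean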;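 note: negative B-score means less thallium flux so channel inhibition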
# Target sequence (Q9NPC2 whole entry, looked up): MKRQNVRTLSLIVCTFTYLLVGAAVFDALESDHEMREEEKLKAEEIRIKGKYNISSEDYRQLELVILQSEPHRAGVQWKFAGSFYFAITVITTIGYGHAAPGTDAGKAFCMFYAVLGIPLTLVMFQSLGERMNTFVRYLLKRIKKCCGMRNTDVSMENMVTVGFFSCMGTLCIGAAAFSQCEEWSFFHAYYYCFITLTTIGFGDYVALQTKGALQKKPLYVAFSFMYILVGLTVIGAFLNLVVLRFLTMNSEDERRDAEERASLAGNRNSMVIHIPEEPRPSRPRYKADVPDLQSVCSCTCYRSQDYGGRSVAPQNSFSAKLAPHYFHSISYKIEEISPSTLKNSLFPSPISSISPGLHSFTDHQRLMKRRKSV
# ANO1 block: TMEM16A chloride channel inhibitors, primary screen, cell-based, HTS. Anoctamin-1 (Mus musculus), Q8BHY3. HEK293 TMEM16A/YFP iodide influx fluorescence, ionomycin. normalized B-score (activity score, 25-100; higher = stronger inhibition) at 10 µM. 310,000 compounds, 1.2% hits. AID 588511, 2011;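 active = ratio plate-corrected score three or more library SD toward inhibition, starting fluorescence score within five deviations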;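 note: score derived from kinetic fluorescence span divided by baseline fluorescence per well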
# RGS4 inh: RGS4 inhibitors, primary screen, cell-based, HEK293 M3R inducible RGS4, calcium flux | Regulator of G-protein signaling 4 (Homo sapiens), P49798 | Fluo-4 calcium flux; stronger effect = higher value; triggered by carbachol at its EC20 | B-score at 10 µM | 310,000 compounds, 0.45% hits;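 active = B-score, a plate-corrected calcium signal, over three deviations above library mean, with baseline fluorescence within five deviations of library mean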;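 note: RGS4 expression induced by doxycycline in cells with stable M3 receptor; B-score is computed from the integrated fluorescence ratio over baseline after carbachol; higher B-score means a larger calcium signal and so more RGS4 inhibition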
# Target sequence (P49798 whole entry, looked up): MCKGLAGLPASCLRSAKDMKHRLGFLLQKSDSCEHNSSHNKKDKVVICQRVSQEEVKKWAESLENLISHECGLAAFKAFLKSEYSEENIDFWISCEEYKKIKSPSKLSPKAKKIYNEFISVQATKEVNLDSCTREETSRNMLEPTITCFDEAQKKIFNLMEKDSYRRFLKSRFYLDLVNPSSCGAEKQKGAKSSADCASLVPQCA
# An asterisk follows results filed as active; i = inactive; / = not tested or not shown.
SMILES,KCNK3 block,KCNQ1 block,TMEM16A act,SKKanGAS inh,hERG protect,RGS4 act,HDAC3 inh,KCNQ1 pot,KCNK9 block,ANO1 block,RGS4 inh
Cc1ccccc1OCC(=O)NNC(=S)NC(=O)c1ccco1,i,i,i,115*,-21,i,3,i,i,i,i
CC(=O)c1cc(NC(=O)c2cccc(C(F)(F)F)c2)c(=O)oc1/C=C/N(C)C,i,i,i,-1,-8,i,-1,i,i,i,i
Cc1cc(OCC(=O)N2CCc3ccccc3C2)c(C)cc1Br,-8.8*,i,i,39,-4,i,-10,i,i,i,i
O=C(OCc1nnc(-c2ccccc2)o1)c1ccccc1,i,i,i,-4,-9,i,-1,i,i,i,i
COc1ccc(C2CC(C(F)(F)F)n3nc(C(=O)N(C)Cc4cn(C)nc4C)c(Cl)c3N2)cc1 (stereo not drawn),i,i,i,-3,-9,i,9,i,i,i,i
COc1ccc(Oc2cc(Cl)nc(N)n2)cc1,i,i,i,-10,-10,i,-5,i,i,i,i
COC(CNC(=O)c1ccc(CS(=O)(=O)c2c(Cl)cccc2Cl)o1)OC,i,i,i,-2,-4,i,2,i,i,i,i
COc1ccc(C2CC(=O)Nc3sc(=N)c4c(N)c(C#N)c(N)nc4c32)cc1OC (stereo not drawn),i,i,i,-5,-8,i,5,i,i,i,i
COc1cccc(CNC(=O)C2CCN(Cc3cnn(-c4ccccc4)c3-n3cccc3)CC2)c1,i,i,i,-3,-18,i,-10,i,i,i,i
CCN1c2ccc(S(=O)(=O)N3CCOCC3)cc2N(Cc2ccc(OC)cc2)C1C (stereo not drawn),i,i,i,-6,-8,i,3,i,i,i,i
Cc1ccc(S(=O)(=O)N2CCC(=O)N(CCOCc3ccc(C(F)(F)F)cc3)CC2)cc1,i,i,i,-8,-13,i,12,i,i,i,i
CC(OC(=O)Cc1n[nH]c(=O)c2ccccc12)C(=O)Nc1ccc(F)cc1Cl (stereo not drawn),i,i,i,6,-15,i,-4,i,i,i,i
Cc1cnc(C(=O)NC2CCSc3ccccc32)cn1 (stereo not drawn),i,i,i,-2,-9,i,5,i,i,i,i
CCOc1ccc(-n2c(C)nnc2SCC(=O)N(CC)CC)cc1,i,i,i,3,-12,i,4,i,i,i,i
COC(=O)C1=C(C)NC(=O)NC1c1ccc([N+](=O)[O-])o1 (stereo not drawn),i,i,i,-2,-3,i,7,i,i,i,i
CCOc1ccc(OCCn2c(S(=O)(=O)O)nc3c(N)ncnc32)cc1,i,i,i,-1,-8,i,1,i,i,i,i
COc1ccc(-c2nnc(SCc3ccc(C(=O)O)cc3)n2N)cc1,i,i,i,0,-10,i,2,i,i,i,i
Cc1ccc(NC(=O)COC(=O)/C=C/c2ccc(Br)o2)cc1S(=O)(=O)N(C)C,i,i,i,-9,-4,i,5,i,i,i,i
COCCN(C(=O)COC(=O)Cc1ccc(Cl)cc1Cl)c1c(N)n(Cc2ccccc2)c(=O)[nH]c1=O,i,i,i,-1,-14,i,-5,i,i,i,i
CCOCCCNC(=O)c1ccccc1Br,i,i,i,8,-12,i,13,i,i,i,i
O=C(O)c1ccc(CNCc2ccccc2F)cc1,i,i,i,-12,-7,i,0,i,i,i,i
CCOC(=O)c1sc(NC(=O)CSc2nnc(-c3ccco3)o2)c(C(=O)OCC)c1C,i,i,i,10,-7,i,5,i,i,i,i
CCN(CC)S(=O)(=O)c1ccc(OC)c(NC(=O)CSc2ccccc2)c1,i,i,i,-2,-4,i,2,i,i,i,i
CCOC(=O)CCCNC(=O)CCNC(=O)c1ccc(OCC(C)C)cc1,i,i,i,49,-10,i,4,i,i,i,i
Cn1cccc1CC(=O)N/N=C/c1cc([N+](=O)[O-])ccc1Cl,i,i,i,4,-9,i,-3,i,i,i,i
COc1ccc(N2C(=O)C(CC(=O)Nc3ccccc3)N(CCc3ccc(OC)c(OC)c3)C2=O)cc1 (stereo not drawn),i,i,i,-8,-6,i,8,i,i,i,i
CCCCCCCCNC(=O)CCNC(=O)c1ccc(C(C)(C)C)cc1,i,i,i,4,-16,i,0,i,i,i,i
CC(=O)Oc1ccc2oc3c(c2c1)C(=O)CCC3,i,i,i,5,-4,i,2,i,i,i,i
O=C(NCc1ccc2c(c1)OCO2)C1CCCN1C(=O)Nc1ccccc1 (stereo not drawn),i,i,i,4,-2,i,-4,i,i,i,i
COc1ccc(C(=O)Nc2ccc(CN3CCOCC3)cc2)cc1,i,i,i,0,-6,i,7,i,i,i,i
O=C(COc1ccc(Cl)cc1Cl)NC(=O)N1CCOCC1,i,i,i,3,-5,i,-8,i,i,i,i
Cc1onc(-c2ccccc2)c1NC(=O)Nc1c(-c2ccccc2)noc1C,i,i,i,-4,-6,i,-6,i,i,i,i
Cc1ccc(Cl)cc1NC(=O)C1CCCN(S(C)(=O)=O)C1 (stereo not drawn),i,i,i,-5,-4,i,-2,i,i,i,i
Cc1ccc(CNC(=O)Cn2c([N+](=O)[O-])cnc2C)cc1,i,i,i,6,-1,i,7,i,i,i,i
COc1cc(/C=N/NC(=O)CCC(=O)Nc2ccc(Br)cc2)ccc1O,i,i,i,4,-8,i,5,i,i,i,i
CS(=O)(=O)N1CCN(c2ccc(NC(=O)c3ccccc3)cc2)CC1,i,i,i,-4,-1,i,-3,i,i,i,i
O=C(CN1C(=O)CSC1=O)N1CCCCC1,i,i,i,1,-4,i,2,i,i,i,i
CC(NC(=O)C(c1ccccc1)c1ccccc1)c1ccc(S(N)(=O)=O)cc1 (stereo not drawn),i,i,i,6,-8,i,-1,i,i,i,i
CC(=O)c1ccc(NC(=O)Cn2c(=O)oc3ccccc32)cc1,i,i,i,0,-9,i,10,i,i,i,i
c1ccc(-c2nnc3n2-c2ccccc2SC3)cc1,i,i,i,-3,-10,i,1,i,i,i,i
O=Cc1ccc(Oc2ccc(F)cc2)nc1,i,i,i,-1,-3,i,4,i,i,i,i
Cc1c(N/C(=N/S(=O)(=O)c2ccccc2)c2ccc(Cl)cc2)c(=O)n(-c2ccccc2)n1C,i,i,i,-5,-9,i,/,i,i,i,i
Fc1ccc(Br)cc1/C=N/N1CCN(c2ccccc2)CC1,-9.3*,i,i,-21,-4,i,0,i,i,i,i
O=C(CSC1CC(=O)N(c2ccc(C(=O)O)cc2)C1=O)Nc1ccc2ccccc2c1 (stereo not drawn),i,i,i,-5,-13,i,2,i,i,i,i
COc1cc(-c2nnc(SCC(=O)/C(C#N)=C(\C)N)o2)cc(OC)c1OC,i,i,i,3,-20,i,-2,i,i,i,i
CCOc1nc(-c2ccccc2)ccc1-c1noc(-c2cccs2)n1,i,i,i,1,-3,i,-3,i,i,i,i
CCNC(=O)C12CCC(C)(c3nc4cc(C)c(C)cc4nc31)C2(C)C (stereo not drawn),i,i,i,-4,-11,i,7,i,i,i,i
O=S(=O)(c1ccc2c(c1)OCCO2)N1CCC(c2nc3ccccc3[nH]2)CC1,i,i,i,10,-6,i,-1,i,i,i,i
COc1ccccc1OCC(=O)Nc1cc(C(F)(F)F)ccc1-n1cncn1,i,i,i,2,-7,i,0,i,i,i,i
Cc1nc2cc(NC(=O)c3ccco3)ccc2n1C,i,i,i,2,-10,i,-3,i,i,i,i
O=C(Nc1cccc2ncccc12)C12CC3CC(CC(C3)C1)C2,i,i,i,14,-18,i,-2,i,i,i,i
CC(=O)Nc1ccccc1N(CC(O)Cn1c2ccccc2c2ccccc21)S(=O)(=O)c1ccc(C)cc1 (stereo not drawn),i,i,i,22,-9,i,-2,i,i,i,i
Cc1cc(NC(=O)C(=O)c2cn(C)c3ccccc23)no1,i,i,i,-15,-11,i,9,i,i,i,i
COc1ccc(CCN2CC(C(=O)NCCc3cccc(F)c3)CCC2=O)cc1 (stereo not drawn),i,i,i,-2,-13,i,/,i,i,/,i
CN(C(=O)OCc1ccccc1)C(CC(N)=O)C(=O)O (stereo not drawn),i,i,i,4,0,i,2,i,i,i,i
CCN(CC)C(=O)c1ccc(-c2nnc(Nc3ccc(O)cc3)c3ccccc23)cc1,i,i,i,7,-10,i,1,i,i,i,i
Cc1c(C(=O)N2CCC(C)CC2)sc2ncnc(N3CCN(c4ccccc4)CC3)c12,i,i,i,/,-19,i,/,i,i,/,i
N#C[C@@H]1[C@@H]2C(=O)N(c3ccc4c(c3)OCCO4)C(=O)[C@@H]2C2c3ccccc3C=CN21 (stereo partly drawn),/,i,/,11,-8,i,6,i,i,i,i
C[C@@H](C(=O)NCCc1c[nH]c2ccccc12)[C@H]1C[C@]1(C)[C@H](NC(=O)OCc1ccccc1)c1ccccc1,i,i,i,35,0,i,16,i,i,i,i
CCOC(=O)/C(C#N)=N/Nc1ccccc1C(=O)O,i,i,i,16,-6,i,7,i,i,i,i

# Further compounds:
SMILES,KCNK3 block,KCNQ1 block,TMEM16A act,SKKanGAS inh,hERG protect,RGS4 act,HDAC3 inh,KCNQ1 pot,KCNK9 block,ANO1 block,RGS4 inh
O=C(CN1CCC(C(=O)c2ccc(F)cc2)CC1)NCc1ccccc1F,i,i,i,1,-2,i,0,i,i,i,i
Cn1c(=O)c2c(ncn2CCc2ccccc2)n(C)c1=O,i,i,i,-16,-9,i,1,i,i,i,i
Cc1ccc(/C(O)=C2/C(=O)C(=O)N(CCN3CCOCC3)C2c2cccnc2)cc1 (stereo not drawn),i,i,i,2,-8,i,-3,i,i,i,i
O=C(Nc1ccc(N2CCCC2)cc1)c1cc([N+](=O)[O-])ccc1N1CCOCC1,i,i,i,8,-8,i,/,i,i,i,i
O=C(CCNC(=O)OCc1ccccc1)NC1CCCCCC1,i,i,i,-1,-7,i,2,i,i,i,i
